Compound activity (PubChem BioAssay)
Nrf2 inh = Nrf2 pathway inhibition. A549 ARE-Fluc reporter, luciferase luminescence, 18-24 h. Potency, µM (top dose mostly 46 µM), for the others: top-dose activity change, negative = inhibition, hits mostly inhibitors. hit rate 2.1% among 360,000. AID 504444; further: potency means the concentration at half of the fitted maximal effect; on the % scale 0 is the no-effect control and ±100 the full control effect; nearly all actives have a fitted effect of over 60% in size
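Two sequential reads on A549 ARE_Fluc cells exposed to compound for 18-24 h: a CellTiter-Fluor fluorescence read for viability, then a luciferase luminescence read for Nrf2/ARE activity.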
CCT modulator = changes cytosolic chaperonin activity; purified chaperonin ATPase assay, HTRF ADP detection, 30 min; activity change, % (no concentration beside the values), hits read low; hit rate 0.3% among 360,000; AID 651819; in the data active means activity change below about -30%; further: on the % scale 0 is the no-effect control and ±100 the full control effect
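ATPase activity: ADP formed was measured by HTRF Transcreener (665/615 nm ratio) after 30 min at 37 deg C with 10 uM ATP. Compounds screened at one 76 uM concentration against 40 or 20 nM TRiC in Tris pH 7.4/KCl/MgCl2/DTT buffer.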
Nrf2 ARE act = activators of Nrf2 (ARE) signaling; AREc32 ARE-luciferase reporter (MCF7-derived line), luminescence, 24 h; Potency, µM (highest dose often 46.1 µM), inactives show top-dose activation, usual class: activators; hit rate 0.31% among 410,000; AID 624171; further: potency means the concentration at half of the fitted maximal effect; % of control where 0% means no effect; nearly all actives have a fitted effect of over 65% in size
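Cells of the AREc32 ARE-luciferase line are plated in OPTI-MEM containing 5% FBS and left overnight at 37 deg C. Compounds are pinned in, incubation continues 24 hr, and firefly luciferase signal is then measured.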
Mm-Cpn inhibitor = blocks the Methanococcus maripaludis chaperonin Mm-Cpn; purified Mm-Cpn ATPase, ADP Transcreener TR-FRET; AID 504842; Potency, µM (titrated, usually from 76.9 µM), without a hit: at the highest dose activity, negative = inhibition, usual class: inhibitors; hit rate 0.031% among 330,000; further: potency means the concentration at half of the fitted maximal effect; on the % scale 0 is the no-effect control and ±100 the full control effect; nearly all actives have a fitted effect of over 80% in size
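Purified archaeal chaperonin (25 nM final) was preincubated with compound for 10 min at 37°C, then ATP (10 uM final) was added for 30 min at 37°C in Tris pH 7.4/KCl/MgCl2/DTT buffer. ADP was quantified by HTRF Transcreener TR-FRET.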
Akt phos inh = Akt phosphorylation inhibition. hit rate 0.32% among 360,000. activity change, % for hits at 50 µM. Neuro2A IGF-stimulated pAkt S473 HTRF, 20 min; stronger effect = lower value; in the data active means activity change below about -80%; inconclusive means mostly about -51% to -80%; further: on the % scale 0 is the no-effect control and ±100 the full control effect
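Single-point screen (50 µM final compound) in Neuro2A cells stimulated 20 min with 6 nM IGF at 37 deg C. After lysis, Ser473-phosphorylated Akt read by HTRF (ex 330 nm, em 615/665 nm) as the 665/615 ratio.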
A549 viability = kills or reduces viability of A549 cells in Nrf2 counter-screen; A549 ARE-Fluc cells, CellTiter-Fluor viability, 18-24 h; Potency, µM (doses to about 46 µM), for the others: at the highest dose activity change, negative = cytotoxicity, actives largely listed as inhibitors; hit rate 0.16% among 390,000; further: potency means the concentration at half of the fitted maximal effect; on the % scale 0 is the no-effect control and ±100 the full control effect
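A549 ARE-Fluc cells in 5% FBS OPTI-MEM, 5000 cells/well, rested 2 h then exposed to compounds in concentration-response for 18-24 h at 37 °C. Viability by CellTiter-Fluor fluorescence (Ex 405/Em 525) after 30 min; luciferase luminescence (BugLite, 15 min, RT) read afterwards.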
S2 tox = viability counter-screen for ATXN expression inhibitors | S2 cells (HEK-293 line with an ATXN2-luciferase reporter) viability, CellTiter-Fluor protease fluorescence, 24 h | Potency, µM (highest dose often 56.7 µM), usual class: cytotoxic | hit rate 0.49% among 400,000 | AID 651635; further: potency means the concentration at half of the fitted maximal effect; nearly all actives have a fitted effect of over 40% in size
HepG2 tox = kills HepG2 cells in TGF-b inhibitor counter-screen | HepG2 CAGA-GFP viability, ATP luminescence, 18 h | Potency, µM (series often up to 46.1 µM), without a hit: top-dose activity change, negative = cytotoxicity, most hits filed as cytotoxic | hit rate 0.76% among 410,000 | AID 588856; further: potency means the concentration at half of the fitted maximal effect; some results filed as inactive show a strong effect at the top dose
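CellTiter-Glo luminescence gave cytotoxicity after 18 hours at 37 degrees C. The cells were HepG2 CAGA-GFP in 1% FBS DMEM, stimulated with 500 pg/mL TGF-beta after compound addition. %Activity was normalised to no-cell wells (complete cell-killing) and DMSO (no toxicity), and curves were fitted and classified.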
TGFb inhibitor = inhibitors of TGF-b signaling | HepG2 CAGA-GFP TGF-b/SMAD3 reporter, GFP fluorescence, 18 h; TGF-beta stimulated, 500 pg/mL final | Potency, µM (doses to about 46.1 µM), for the others: at the top dose activity, negative = inhibition, usual class: inhibitors | hit rate 1.2% among 410,000 | AID 588855; further: potency means the concentration at half of the fitted maximal effect; on the % scale 0 is the no-effect control and ±100 the full control effect; nearly all actives have a fitted effect of over 65% in size
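Cell-based qHTS in HEPG2 carrying a CAGA-GFP Smad reporter; compounds added before 500 pg/mL final TGF-beta, 18 h incubation at 37 degrees C, GFP fluorescence quantified per cell by imaging cytometry.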
Numbers without * were called inactive; [ ] = another dose, or the depositor's remark. Unless noted, the call rests on the fitted dose curve; in most records, active means well fitted curve in the direction sought with a large enough effect; inconclusive means small, poorly fitted or top-dose-only effect, or another doubt; inactive means no such curve, though single readings can be large; an effect the other way counts as inactive or inconclusive.

What do the screens show for `COCCCN(C(=O)C1CCCCC1)c1c(N)n(Cc2ccccc2)c(=O)[nH]c1=O`?
Nrf2 inh: 13%; CCT modulator: 0.8; Nrf2 ARE act: -0.7%; Mm-Cpn inhibitor: 0%; Akt phos inh: inactive; A549 viability: 0%; S2 tox: inconclusive; HepG2 tox: 1%; TGFb inhibitor: 1%

What do the screens show for `CCSc1nc(C)c(C)c(=O)[nH]1`?
Nrf2 inh: -5%; CCT modulator: 1.6; Nrf2 ARE act: -0.1%; Mm-Cpn inhibitor: 0%; Akt phos inh: inactive; A549 viability: -5%; S2 tox: inconclusive; HepG2 tox: 1%; TGFb inhibitor: -5%

Results for O=C(CCC1CCCC1)NCCS(=O)(=O)N1CCN(c2ccccc2F)CC1 ?
Nrf2 inh: -5%; CCT modulator: -1.1; Nrf2 ARE act: 0.0%; Mm-Cpn inhibitor: -3%; Akt phos inh: inactive; A549 viability: -4%; S2 tox: inactive; HepG2 tox: -5%; TGFb inhibitor: 0%

What do the screens show for `Cn1c(=O)[nH]c2c(c(C(=O)O)nn2C)c1=O`?
Nrf2 inh: 3%; CCT modulator: -3.9; Nrf2 ARE act: -0.2%; Akt phos inh: inactive; A549 viability: -2%; S2 tox: inactive; HepG2 tox: -14%; TGFb inhibitor: 0%

What do the screens show for `CCc1ccccc1NC(=O)C(C)n1nc(-c2ccc(C)c(C)c2)ccc1=O` (stereo not drawn)?
Nrf2 inh: -14%; Nrf2 ARE act: 6.2%; A549 viability: -6%; S2 tox: inconclusive; HepG2 tox: -47%; TGFb inhibitor: 0%

What do the screens show for `COc1cc(C(=O)Nc2ccc(C(N)=O)cc2)c([N+](=O)[O-])cc1OC`?
Nrf2 inh: 12%; CCT modulator: -1.0; Nrf2 ARE act: -0.8%; Mm-Cpn inhibitor: -7%; Akt phos inh: inactive; A549 viability: 0%; S2 tox: inactive; HepG2 tox: 0%; TGFb inhibitor: 11%

What do the screens show for `COC(=O)C1=C(CS(=O)(=O)c2ccc(OC)cc2)NC(=O)NC1c1ccccc1` (stereo not drawn)?
Nrf2 inh: -3%; CCT modulator: 1.4; Nrf2 ARE act: -1.0%; Mm-Cpn inhibitor: -1%; Akt phos inh: inactive; A549 viability: 0%; S2 tox: inactive; HepG2 tox: 6%; TGFb inhibitor: 3%

What do the screens show for `O=C(Nc1c(-c2ccc3c(c2)OCO3)[nH][nH]c1=O)c1ccc2c(c1)OCO2`?
CCT modulator: -1.4; Nrf2 ARE act: 0.1%; Akt phos inh: inactive; S2 tox: inactive; HepG2 tox: -11%; TGFb inhibitor: -10%

How did CC1CN(C(=O)CCC(=O)NCc2ccccn2)c2ccccc2O1 (stereo not drawn) do in these assays?
Nrf2 inh: 20%; CCT modulator: 0.5; Nrf2 ARE act: -0.6%; Mm-Cpn inhibitor: -1%; Akt phos inh: inactive; A549 viability: 3%; S2 tox: inconclusive; HepG2 tox: -8%; TGFb inhibitor: -7%

Results for Cc1ccc(CNc2nc3c(S(=O)(=O)c4ccccc4)nnn3c3ccsc23)cc1 ?
Nrf2 inh: inconclusive; Nrf2 ARE act: -0.3%; A549 viability: 4%; HepG2 tox: 13%; TGFb inhibitor: 40%[activator]

Results for Cc1cc(NC(=O)c2ccc(Br)cc2)nc(C)n1 ?
Nrf2 inh: -1%; CCT modulator: 0.1; Nrf2 ARE act: 3.0%; Mm-Cpn inhibitor: 5%; Akt phos inh: inactive; A549 viability: -1%; S2 tox: inactive; HepG2 tox: 16%; TGFb inhibitor: 15%

Results for COc1ccc(NC(=O)Cn2ncc3c2-c2ccccc2OC3)cc1Cl ?
Nrf2 inh: inconclusive; Nrf2 ARE act: 3.4%; A549 viability: -3%; S2 tox: inactive; HepG2 tox: -7%; TGFb inhibitor: inconclusive

How did O=C(Nc1ccccc1-c1ccccc1)c1ccco1 do in these assays?
Nrf2 inh: -12%; CCT modulator: -2.0; Nrf2 ARE act: -0.3%; Mm-Cpn inhibitor: 1%; Akt phos inh: inactive; A549 viability: -5%; S2 tox: inactive; HepG2 tox: -17%; TGFb inhibitor: 5%

Results for COc1cc(CN2CCCN(C)CC2)cc([N+](=O)[O-])c1O ?
Nrf2 inh: 2%; CCT modulator: 0.7; Nrf2 ARE act: -0.5%; Mm-Cpn inhibitor: -1%; Akt phos inh: inactive; A549 viability: -11%; S2 tox: inactive; HepG2 tox: 0%; TGFb inhibitor: -3%

How did CC(C(=O)Nc1ccccc1)N(C)Cc1cccs1 (stereo not drawn) do in these assays?
Nrf2 inh: -3%; CCT modulator: -2.8; Nrf2 ARE act: 0.1%; Mm-Cpn inhibitor: -4%; Akt phos inh: inactive; A549 viability: -5%; S2 tox: inactive; HepG2 tox: -10%; TGFb inhibitor: 0%

Retrieved one by one from above, 2 records:
How did CC1CN(C(=O)CCC(=O)NCc2ccccn2)c2ccccc2O1 (stereo not drawn) do in these assays?
Nrf2 inh: 20%; CCT modulator: 0.5; Nrf2 ARE act: -0.6%; Mm-Cpn inhibitor: -1%; Akt phos inh: inactive; A549 viability: 3%; S2 tox: inconclusive; HepG2 tox: -8%; TGFb inhibitor: -7%

Results for COc1ccc(NC(=O)Cn2ncc3c2-c2ccccc2OC3)cc1Cl ?
Nrf2 inh: inconclusive; Nrf2 ARE act: 3.4%; A549 viability: -3%; S2 tox: inactive; HepG2 tox: -7%; TGFb inhibitor: inconclusive

New compounds follow.
How did CCNS(=O)(=O)c1ccc(NC(=O)c2ccc(Cn3cc([N+](=O)[O-])cn3)o2)cc1 do in these assays?
Nrf2 inh: -6%; CCT modulator: -0.7; Nrf2 ARE act: -0.4%; Mm-Cpn inhibitor: 7%; Akt phos inh: inactive; A549 viability: 0%; S2 tox: inactive; HepG2 tox: -3%; TGFb inhibitor: 2%

Results for COc1ccc(S(=O)(=O)C(C#N)c2nc3ccccc3nc2N2CCCC(C)C2)cc1 (stereo not drawn) ?
Nrf2 inh: inconclusive; CCT modulator: -3.2; Nrf2 ARE act: -0.1%; Mm-Cpn inhibitor: -2%; Akt phos inh: inactive; A549 viability: -10%; S2 tox: inactive; HepG2 tox: -21%; TGFb inhibitor: inconclusive

Results for CC(C)COc1cccc(C(=O)N2CCN(C(=O)c3ccco3)CC2)c1 ?
Nrf2 inh: -9%; CCT modulator: 1.4; Nrf2 ARE act: 0.6%; Mm-Cpn inhibitor: 1%; Akt phos inh: inactive; A549 viability: 4%; S2 tox: inactive; HepG2 tox: -3%; TGFb inhibitor: 2%

How did Cc1ccc(OCc2cc(C(=O)N(C)CCn3ccnc3C)no2)cc1C do in these assays?
Nrf2 inh: inconclusive; CCT modulator: -0.6; Nrf2 ARE act: 0.1%; Akt phos inh: inactive; A549 viability: 3%; S2 tox: inactive; HepG2 tox: -16%; TGFb inhibitor: -15%

What do the screens show for `COc1ccc(Nc2nc(-c3sc(N)nc3C)cs2)cc1`?
Nrf2 inh: 20%; CCT modulator: 2.0; Nrf2 ARE act: 9.3%; Mm-Cpn inhibitor: -2%; Akt phos inh: inactive; A549 viability: -12%; S2 tox: inactive; HepG2 tox: -28%; TGFb inhibitor: 2%

How did COC(=O)c1ccc(OC(C)C(=O)c2ccc(C)cc2)cc1 (stereo not drawn) do in these assays?
Nrf2 inh: 10%; CCT modulator: -1.5; Nrf2 ARE act: -0.4%; Mm-Cpn inhibitor: 1%; Akt phos inh: inactive; A549 viability: -1%; S2 tox: inactive; HepG2 tox: 1%; TGFb inhibitor: 0%

What do the screens show for `CCCCn1c(SCC(=O)OCC)nnc1-c1ccoc1C`?
Nrf2 inh: 2%; CCT modulator: -1.8; Nrf2 ARE act: -0.5%; Mm-Cpn inhibitor: 0%; Akt phos inh: inactive; A549 viability: -1%; S2 tox: inactive; HepG2 tox: 7%; TGFb inhibitor: -2%

Results for CCCn1nnc(NC(=S)NC(=O)C(C)(C)C)n1 ?
Nrf2 inh: 14%; CCT modulator: -3.0; Nrf2 ARE act: -0.4%; Mm-Cpn inhibitor: 1%; Akt phos inh: inactive; A549 viability: -7%; S2 tox: inactive; HepG2 tox: 9%; TGFb inhibitor: -24%

How did CCN1C[C@@H]2[C@@H]3C(=O)N(Cc4ccccc4)C(=O)[C@@H]3[C@](Cc3ccccc3)(C1=O)N2C(=O)c1ccc(C(C)(C)C)cc1 do in these assays?
Nrf2 inh: inconclusive; CCT modulator: 0.9; Nrf2 ARE act: -0.2%; Akt phos inh: inactive; A549 viability: inconclusive; S2 tox: 32µM*; HepG2 tox: 1%; TGFb inhibitor: 1%

How did CCN(CC)c1ccc(NC(=O)COc2ccc(C)cc2)cc1 do in these assays?
Nrf2 inh: -17%; CCT modulator: 1.6; Nrf2 ARE act: 0.0%; Mm-Cpn inhibitor: 1%; Akt phos inh: inactive; A549 viability: 4%; S2 tox: inactive; HepG2 tox: -1%; TGFb inhibitor: 10%

Results for CCOC(=O)c1sc(=S)n(C)c1NC(=O)c1cccc(Br)c1 ?
Nrf2 inh: inconclusive; CCT modulator: 0.3; Nrf2 ARE act: 4.6%; Mm-Cpn inhibitor: -2%; Akt phos inh: inactive; A549 viability: -9%; S2 tox: inactive; HepG2 tox: -38%; TGFb inhibitor: inconclusive

What do the screens show for `COCCCn1c(SCC(=O)N2CCOCC2)nc2ccccc2c1=O`?
Nrf2 inh: 2%; CCT modulator: -1.1; Nrf2 ARE act: 0.2%; Mm-Cpn inhibitor: 1%; Akt phos inh: inactive; A549 viability: 0%; S2 tox: inactive; HepG2 tox: 11%; TGFb inhibitor: -4%
